Tau fibril FP: qHTS for Inhibitors of Tau Fibril Formation, Fluorescence Polarization; Microtubule-associated protein tau (Homo sapiens), P10636; K18 P301L tau heparin fibrillization, Alexa594 FP, 6 h; Potency, µM (top dose mostly 57.7 µM), for inactives: at the highest dose activity, negative = inhibition, usual class: inhibitors; 0.39% of 280,000 active; AID 1468, 2008; note: % is set by controls: 0 for no effect and ±100 for the full control effect; nearly all actives have a fitted effect of over 55% in size
Target sequence (P10636 561-689 P618L limits assumed): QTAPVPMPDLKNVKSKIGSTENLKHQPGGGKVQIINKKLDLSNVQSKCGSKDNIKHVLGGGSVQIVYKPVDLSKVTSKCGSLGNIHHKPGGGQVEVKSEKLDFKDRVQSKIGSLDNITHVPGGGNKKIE
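Human tau K18 […] P301L fragment, 15 uM unlabeled plus 0.24 uM Alexa 594-labeled tau (final), with compound and 20 uM heparin in 100 mM sodium acetate pH 7; 6 hr at 37 C, then Alexa 594 FP read.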
RECQ1 inh: qHTS Assay for Inhibitors of RecQ-Like Dna Helicase 1 (RECQ1); ATP-dependent DNA helicase Q1 (Homo sapiens), P46063; 0.54% of 240,000 active; Potency, µM (titrated, usually from 57.3 µM), without a hit: at the top dose activity, negative = inhibition, usual class: inhibitors; RECQ1 DNA unwinding, red fluorescence kinetic read; AID 2549, 2010;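 note: plate controls were vehicle for no effect and no enzyme for full effect; nearly all actives have a fitted effect of over 30% in size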
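RECQ1T1 50 nM; forked duplex (20 bp + 30-nt ss tails) 200 nM, ATP 2 mM final; pH 8.0, 2 mM MgCl2, 2.5 ug/ml poly(dI-dC); 15 min compound preincubation; discontinuous kinetic read over 2 h at RT.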
TRb-SRC2 inh: qHTS for Inhibitors of the Interaction of Thyroid Hormone Receptor and Steroid Receptor Coregulator 2. TRbeta-SRC2 peptide binding, fluorescence polarization; receptor liganded with 1 µM T3. 0.065% of 280,000 active. Potency, µM (highest dose often 106 µM), for the others: at the top dose activity change, negative = inhibition, actives largely listed as inhibitors. Thyroid hormone receptor beta (Homo sapiens), P10828;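 note: plate controls were bound peptide for no effect and peptide without receptor for full effect; nearly all actives have a fitted effect of over 50% in size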
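Compounds were added to 0.6 uM TRb ligand-binding domain and 20 nM Texas Red-labeled SRC2 peptide in Tris buffer containing 1 uM T3, incubated 5 hr at ambient temperature, then read by fluorescence polarization.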
HTT cytoprotect: qHTS Multiplex Assay to Identify Dual Action Probes in a Cell Model of Huntington: Cytoprotection (ATP). 0.14% of 230,000 active. Potency, µM (doses to about 56.4 µM), without a hit: cytoprotection (ATP increase), actives largely listed as activators. AID 1471, 2008. PC12 HTT-Q103 induced, cytoprotection, ATP luminescence, 40 h;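 note: % of control where 0% means no effect; nearly all actives have a fitted effect of over 45% in size; toxic huntingtin expression switched on by the ecdysone agonist tebufenozide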
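Cells were plated at 1500 per well in phenol red-free DMEM with 5% equine and 5% calf serum. Tebufenozide (100 nM final) and compounds were added, then ATPlite reagent, and luminescence was read.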
Tau fluor cs: Counterscreen qHTS for Inhibitors of Tau Fibril Formation, Fluorescence Polarization. 0.93% of 280,000 active. tau K18 P301L Alexa594 fluorescence, heparin fibrillization. AID 1463, 2008. Potency, µM (series often up to 57.7 µM), for inactives: top-dose activity change, negative = decrease; note: % is set by controls: 0 for no effect and ±100 for the full control effect; nearly all actives have a fitted effect of over 55% in size
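Human tau K18 P301L (15 uM unlabeled, 0.24 uM Alexa 594-labeled) in 100 mM sodium acetate pH 7 with 20 uM heparin, 6 hr at 37 C. ThT 30 uM added, 1 hr ambient; Alexa 594 FP and total fluorescence read at 555/632 nm.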
L3MBTL1 inh: qHTS Assay for the Inhibitors of L3MBTL1; Potency, µM (titrated, usually from 57.1 µM), for the others: top-dose activity, negative = inhibition, actives largely listed as inhibitors; AlphaScreen L3MBTL1–H3K9me1 peptide binding; 0.66% of 230,000 active; Lethal(3)malignant brain tumor-like protein 1 (Homo sapiens), Q9Y468; note: % is set by controls: 0 for no effect and ±100 for the full control effect; nearly all actives have a fitted effect of over 60% in size
Target sequence (Q9Y468 whole entry, looked up): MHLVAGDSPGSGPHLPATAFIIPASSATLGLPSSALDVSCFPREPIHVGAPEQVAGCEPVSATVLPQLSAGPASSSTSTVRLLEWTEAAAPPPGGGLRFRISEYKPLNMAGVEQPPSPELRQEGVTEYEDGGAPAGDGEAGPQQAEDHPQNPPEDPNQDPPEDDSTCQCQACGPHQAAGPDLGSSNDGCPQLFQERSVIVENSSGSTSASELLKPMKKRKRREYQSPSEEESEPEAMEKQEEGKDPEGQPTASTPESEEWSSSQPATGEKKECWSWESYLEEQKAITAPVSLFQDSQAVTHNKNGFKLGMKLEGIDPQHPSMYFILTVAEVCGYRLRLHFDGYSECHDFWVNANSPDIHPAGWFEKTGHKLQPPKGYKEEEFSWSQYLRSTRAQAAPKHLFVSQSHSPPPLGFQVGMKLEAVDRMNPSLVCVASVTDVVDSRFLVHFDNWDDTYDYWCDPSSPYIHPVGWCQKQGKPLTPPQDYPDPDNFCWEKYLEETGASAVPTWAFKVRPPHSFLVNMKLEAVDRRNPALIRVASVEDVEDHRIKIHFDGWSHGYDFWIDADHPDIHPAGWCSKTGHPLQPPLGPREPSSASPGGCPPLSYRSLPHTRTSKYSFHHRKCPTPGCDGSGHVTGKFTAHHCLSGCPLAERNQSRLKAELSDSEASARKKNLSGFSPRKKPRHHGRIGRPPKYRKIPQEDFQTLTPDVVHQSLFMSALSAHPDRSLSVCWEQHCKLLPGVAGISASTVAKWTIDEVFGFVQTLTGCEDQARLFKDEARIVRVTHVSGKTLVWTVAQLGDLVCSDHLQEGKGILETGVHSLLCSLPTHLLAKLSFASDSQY
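L3MBTL1 50 nM + b-AHA-H3(1-15)K9me1 75 nM, 30 min RT; compound added, 30 min RT; streptavidin donor/Ni-chelate acceptor beads 10 ug/mL each final, 30 min RT dark; AlphaScreen read.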
TexasRed fluor: Total Fluorescence Counterscreen for Inhibitors of the Interaction of Thyroid Hormone Receptor and Steroid Receptor Coregulator 2; 0.29% of 280,000 active; AID 1479, 2009; Potency, µM (doses to about 106 µM), for the others: at the top dose fluorescence change, negative = quenching; TRb/SRC2 Texas Red total fluorescence interference; active = well fitted curve in either direction with a large enough effect; inconclusive = small, poorly fitted or top-dose-only effect; note: % is set by controls: 0 for no effect and ±100 for the full control effect
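Human TRβ ligand-binding domain (0.6 uM) and Texas Red SRC2 peptide (20 nM) in Tris buffer with 1 uM T3 and 5% DMSO were incubated with pinned compound for 5 hr at ambient temperature. Total fluorescence was computed as S + 2P (555/632 nm).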
Tau ThT inhib: qHTS for Inhibitors of Tau Fibril Formation, Thioflavin T Binding. Potency, µM (highest dose often 57.4 µM), inactives show at the highest dose activity, negative = inhibition, usual class: inhibitors. recombinant tau K18 P301L, heparin-induced fibrillization, ThT fluorescence. AID 1460, 2008. 2.1% of 270,000 active; note: % is set by controls: 0 for no effect and ±100 for the full control effect; nearly all actives have a fitted effect of over 55% in size
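ThT emission at 510 nm, taken 1 hr after adding 30 uM dye, quantifies aggregates formed when 20 uM heparin acts on human tau K18 P301L for 6 hr at 37 C.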
The depositor's hits bear a star; i = inactive; u = inconclusive; x = not tested or not shown; [ ] = remark or other dose. Unless noted, calls come from the whole dose curve; as a rule, active = well fitted curve in the direction sought with a large enough effect; inconclusive = small, poorly fitted or top-dose-only effect, or another doubt; inactive = no such curve, though single readings can be large; an effect the other way counts as inactive or inconclusive. Potency is the fitted concentration of half-maximal effect. These rows are one share of the data (hit frequency here may not be typical).

cpd	structure	Tau fibril FP	RECQ1 inh	TRb-SRC2 inh	HTT cytoprotect	Tau fluor cs	L3MBTL1 inh	TexasRed fluor	Tau ThT inhib
1	O=C(COC(=O)c1n[nH]c2ccccc12)NC(=O)NC1CCCCC1	-2%	i	-5%	-12%	-17%	-6%	1%	-7%
2	CCCC[C@@H]1CNC(=S)N1CCC12CC3CC(CC(C3)C1)C2	0%	-13%	-4%	7%[10 µM]	0%	5%	-2%	-6%
3	CC1=NN(c2cccc(C(=O)O)c2)C(=O)/C1=C\C=C\c1ccco1	u	0%	8%	0%[10 µM]	u	3.2µM*	1%	14µM*
4	COc1ccc2[nH]cc(S(=O)(=O)c3ccc(F)cc3)c(=O)c2c1	5%	-7%	5%	-20%	-5%	x	-1%	-5%
5	CC1=C(C(=O)OC(C)C)C(c2ccc(Br)s2)NC(=O)N1 (centres undefined)	-4%	-5%	-12%	-27%	-13%	x	-1%	-17%
6	CC1CCCCN1C(=O)Cn1cnc2cc([N+](=O)[O-])ccc2c1=O (centres undefined)	2%	i	5%	2%[10 µM]	-4%	3%	-1%	-16%
7	C=CCn1c(-c2cccc(OC)c2OC)n[nH]c1=S	0%	i	-3%	-12%	-2%	-3%	-2%	-7%
8	O=C(COC(=O)CNC(=O)c1ccccc1F)Nc1ccc2c(c1)OCCO2	0%	-5%	-8%	2%[10 µM]	-7%	4%	-4%	-9%
9	O=C(CSc1nnc(-c2ccncc2)o1)c1cccc([N+](=O)[O-])c1	-2%	i	-5%	4%[10 µM]	-23%	-3%	-2%	u
10	CCOC(=O)c1noc2ncnc(N3CCN(c4ccccc4OC)CC3)c12	-2%	x	-5%	x	-19%	x	-4%	-18%
11	Cc1cccc(N2CCN(S(=O)(=O)c3cc(C(=O)Nc4ccccc4Cl)ccc3F)CC2)c1C	u	x	-2%	x	-11%	x	0%	8%
12	O=C(Cn1c(=O)sc2ccccc21)NCCOc1ccccc1F	-6%	-3%	1%	20%[10 µM]	-9%	-2%	-8%	-10%
13	O=C1CCCc2c1[nH]c1c(Br)cccc21	0%	i	-14%	12%	3%	1%	-2%	-11%
14	C/C(=N\N=C1\NC(=O)C(CC(=O)O)S1)c1ccccn1 (centres undefined)	-1%	i	9%	28%[10 µM]	-7%	-13%	-4%	-8%
15	COc1ccccc1CNC(=O)COC(=O)c1cnccn1	-7%	i	-11%	-4%[10 µM]	-4%	8%	0%	-4%
16	Cc1cccc(NC(=S)NC2CC3CCCC(C2)N3CC(C)C)c1C (centres undefined)	-1%	-1%	-21%	-7%[1.9 µM]	-1%	3%	0%	-4%
17	C=C(C)CSc1nc2sc3c(c2c(=O)n1C1CCCCC1)CCN(C)C3	u	-11%	6%	41%[10 µM]	-24%	1%	-2%	u
18	Cc1cc(C(=O)Nc2sc(C)c(C)c2C#N)no1	1%	-8%	-10%	4%[1.9 µM]	-7%	15%	0%	u
19	CC1(C)Cc2cccc(OCC(=O)N3CCN(S(=O)(=O)c4ccccc4)CC3)c2O1	5%	-2%	-3%	5%	-2%	1%	-7%	3%
20	COc1ccccc1NC(=O)c1c(NCc2ccc(C)o2)sc2c1CCC(C)C2 (centres undefined)	2%	x	0%	x	u	x	-3%	u
21	O=C(/C=C/c1ccc(Cl)cc1Cl)NC(=S)Nc1ccc(CN2CCOCC2)cc1	1%	-11%	-6%	-7%[10 µM]	1%	23%	0%	0%
22	O=C(O)c1c2c(nc3ccc(S(=O)(=O)N4CCC(C(=O)N5CCCCC5)CC4)cc13)CCCC2	1%	u	-3%	-5%	-4%	x	1%	-23%
23	Cc1ccc(CNC(=O)C2CCN(C(=O)c3cnn(-c4ccccc4)c3-n3cccc3)CC2)cc1	11%	x	-2%	x	-7%	x	u	-16%
24	CC(=O)c1ccc(OCc2cc(=O)n3ccsc3n2)cc1	-4%	-3%	9%	-21%[10 µM]	-2%	-9%	-1%	2%

Quoted from the results shown (2 entries):
cpd	structure	Tau fibril FP	RECQ1 inh	TRb-SRC2 inh	HTT cytoprotect	Tau fluor cs	L3MBTL1 inh	TexasRed fluor	Tau ThT inhib
20	COc1ccccc1NC(=O)c1c(NCc2ccc(C)o2)sc2c1CCC(C)C2 (centres undefined)	2%	x	0%	x	u	x	-3%	u
21	O=C(/C=C/c1ccc(Cl)cc1Cl)NC(=S)Nc1ccc(CN2CCOCC2)cc1	1%	-11%	-6%	-7%[10 µM]	1%	23%	0%	0%

Four entries already listed, arranged by heavy-atom count, lowest first:
cpd	structure	Tau fibril FP	RECQ1 inh	TRb-SRC2 inh	HTT cytoprotect	Tau fluor cs	L3MBTL1 inh	TexasRed fluor	Tau ThT inhib
18	Cc1cc(C(=O)Nc2sc(C)c(C)c2C#N)no1	1%	-8%	-10%	4%[1.9 µM]	-7%	15%	0%	u
16	Cc1cccc(NC(=S)NC2CC3CCCC(C2)N3CC(C)C)c1C (centres undefined)	-1%	-1%	-21%	-7%[1.9 µM]	-1%	3%	0%	-4%
20	COc1ccccc1NC(=O)c1c(NCc2ccc(C)o2)sc2c1CCC(C)C2 (centres undefined)	2%	x	0%	x	u	x	-3%	u
22	O=C(O)c1c2c(nc3ccc(S(=O)(=O)N4CCC(C(=O)N5CCCCC5)CC4)cc13)CCCC2	1%	u	-3%	-5%	-4%	x	1%	-23%

Next section
cpd	structure	Tau fibril FP	RECQ1 inh	TRb-SRC2 inh	HTT cytoprotect	Tau fluor cs	L3MBTL1 inh	TexasRed fluor	Tau ThT inhib
25	CC(=O)c1cccc(NC(=O)NC(C)c2ccncc2)c1 (centres undefined)	-2%	-9%	2%	-10%[0.074 µM]	-2%	3%	-3%	-4%
26	COc1cc(C2C(C#N)=C(N)OC3=C2C(=O)CCC3)ccc1OC(=O)N1CCOCC1 (centres undefined)	-12%	-3%	-23%	4%[10 µM]	0%	-4%	-1%	-4%
27	COc1ccccc1CCNC(=O)/C(=C/c1cccnc1)NC(=O)c1ccccc1	7%	-1%	4%	27%[10 µM]	-6%	10%	0%	-8%
28	Cc1ccc(S(=O)(=O)N2CCc3ccccc3C2CN2C(=O)c3ccccc3C2=O)cc1 (centres undefined)	-14%	32µM*	5%	6%[10 µM]	u	-5%	-2%	-7%
29	Cc1cc2c(cc1C)CSC(c1ccc3ccccc3c1O)SC2	-2%	i	3%	-29%	u	x	-3%	-18%
30	COc1ccccc1C(CC(N)=O)c1ccco1 (centres undefined)	3%	-3%	-12%	4%	5%	0%	-4%	1%
31	Cn1cc(CC(=O)NCCN2CCOCC2)c2ccccc21	-2%	-17%	-5%	-16%	-5%	x	-4%	-6%
32	C/C(CCC(C)C)=N\NC(=S)Nc1cc(S(=O)(=O)N2CCOCC2)ccc1N1CCOCC1	0%	5%	-1%	x	-8%	-1%	0%	-2%
33	Cc1ccccc1C1CC(c2ccccc2)Nc2ncnn21 (centres undefined)	2%	i	-22%	-16%	-8%	x	1%	-9%
34	Cc1nonc1C(=O)N/N=C/c1ccc([N+](=O)[O-])o1	-6%	i	5%	-4%[10 µM]	-11%	-26%	-1%	u
35	Cc1cc(C)nc(SCc2nnc(SCC(=O)Nc3ccc(C)c(C)c3)o2)n1	5%	i	1%	1%	-9%	3%	-5%	-1%
36	COc1ccc(N2CCN(C(C)C(=O)Nc3nnc(C)s3)CC2)cc1 (centres undefined)	-18%	-1%	1%	-7%[10 µM]	-22%	1%	-2%	-17%
37	COc1cccc(CNC(=O)CCCN2C(=O)CCn3nc(-c4cccn4C)cc32)c1	4%	x	0%	x	-2%	x	-3%	5%
38	CCCc1cc(=O)[nH]c(Nc2ccc(O)cc2)n1	7%	-2%	4%	6%	-20%	x	-2%	u
39	O=C(ONC1=NCCCCC1)c1ccc(Cl)cc1	8%	i	-5%	16%	-7%	x	-4%	-7%
40	CCN1CCN(c2ccc(NC(=O)COc3ccccc3Cl)cc2)CC1	7%	i	1%	-15%[10 µM]	-16%	-7%	3%	-8%
41	CCOc1ccc2nc(N3CCCC(C(=O)NCc4ccccc4Cl)C3)sc2c1 (centres undefined)	12%	x	2%	x	-21%	x	4%	u
42	CCCn1nc2cc(C(=O)NCc3ccc(OC)cc3)ccc2c1OCC	1%	-2%	-16%	7%	-2%	-1%	-2%	-2%
43	COC(=O)c1ccc(COc2cccc3c2CCN(Cc2cccc(C)c2)C3=O)o1	5%	-12%	1%	15%[10 µM]	-14%	-3%	1%	u
44	O=C(Nc1ccc(N2C(=O)C3C4C=CC(C4)C3C2=O)cc1)Nc1nncs1 (centres undefined)	-4%	1%	-1%	2%	4%	1%	-4%	7%
45	Nc1c(N=Nc2ccccc2F)c(=O)[nH]n1-c1ccccc1	-3%	-4%	4%	-39%[inhibitor]	u	-18%	-2%	u
46	O=C1CC(N2CCC(c3nc4ccccc4[nH]3)CC2)C(=O)N1c1ccccc1F (centres undefined)	-5%	i	6%	-16%	0%	4%[11.4 µM]	-3%	-9%
47	COc1ccc(C2CC(=O)c3cc(-c4nc(-c5ccc(Cl)cc5)c(C)s4)c(=O)[nH]c3C2)cc1 (centres undefined)	-13%	x	-8%	x	-20%	x	3%	-5%
48	CC1(C)C2CCC(C2)C1(C)NC(=O)C[N+](C)(C)C (centres undefined)	-7%	-12%	1%	31%[10 µM]	-10%	12%	-1%	-8%
49	CNCCCOc1ccc(C)cc1OC	-10%	-5%	-8%	8%[10 µM]	-10%	49%[activator]	-4%	-6%
50	COc1cc(C2C(C#N)=C(N)OC3=C2C(=O)CC(C)(C)C3)c([N+](=O)[O-])cc1OC (centres undefined)	u	i	4%	-11%	-8%	2%	-1%	-8%

Screening data: PubChem BioAssay, National Center for Advancing Translational Sciences (NCATS)
